# Screens as filed in PubChem.
# APJ ag: agonists of human apelin receptor APJ, primary screen, CHO-K1 cells, PathHunter beta-arrestin, luminescence. 0% DMSO wells, 100% apelin. activation, % at 20 µM. 0.11% of 330,000 active. AID 2520, 2010;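 active = activation more than six SD over the plate average, tested at 20 µM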;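 note: 0% = DMSO alone and 100% = apelin-13 at 10 nM; some results filed as inactive read as strong as hits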
# Target sequence (P35414 whole entry, looked up): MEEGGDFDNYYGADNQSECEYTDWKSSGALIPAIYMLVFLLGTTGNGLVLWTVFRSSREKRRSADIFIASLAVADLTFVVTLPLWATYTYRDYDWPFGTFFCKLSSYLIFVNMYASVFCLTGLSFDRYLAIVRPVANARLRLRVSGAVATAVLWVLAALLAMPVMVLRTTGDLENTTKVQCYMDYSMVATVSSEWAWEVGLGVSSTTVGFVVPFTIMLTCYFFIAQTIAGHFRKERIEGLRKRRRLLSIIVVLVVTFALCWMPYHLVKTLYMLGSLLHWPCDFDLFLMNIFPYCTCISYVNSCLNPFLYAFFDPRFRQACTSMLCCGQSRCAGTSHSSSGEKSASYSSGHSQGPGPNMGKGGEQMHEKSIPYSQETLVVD
#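 Test system: CHO-K1 APJ beta-arrestin complementation cell line | Compound: Single test compound dose, 20 µM final, 1% DMSO | Incubation: Compound 90 min 25 °C, reagent 1 h | Measured by: beta-gal luminescence | Read-out basis: APJ–arrestin association signal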
# CHOP UPR activ: activators of apoptotic CHOP UPR arm, primary screen, cell-based, CHO-CHOP luciferase reporter, luminescence, uHTS; UPR activation; percent of tunicamycin response over DMSO baseline; activation, % at 10 µM; 0.34% of 330,000 active; AID 449763, 2010;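 active = at 10 µM dose, activation of 40% or more, normalized to positive control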;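 note: 100% = tunicamycin at 10 µg/mL and 0% = DMSO alone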
#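 Test system: CHO-CHOP cells, stable luciferase reporter of PERK-eIF2a-CHOP signalling | Quantity: 500 CHO-CHOP cells per well | Buffer or medium: F12 plus 10% serum | Compound dosing: 10 µM single point, 0.5% DMSO | Schedule: 6 h compound treatment, 37 °C | Signal: Luciferase luminescence | Control set: Tunicamycin high control, DMSO low control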
# TIM10 inh: growth inhibitors of isogenic TIM10 control yeast, primary screen, counter-screen for tim10-1 yeast inhibitor project, luminescence, uHTS. S. cerevisiae TIM10 strain growth, BacTiter-Glo luminescence, 24 h. inhibition, % at 10 µM. 1.4% of 330,000 active. AID 463195, 2010;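 active = inhibition of 40% or more at the single tested concentration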;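 note: wild-type TIM10 isogenic control strain grown at permissive 25 °C; 0% = DMSO yeast wells and 100% = minimal medium wells without yeast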
# XBP1 UPR activ: activators of adaptive XBP1 UPR arm, primary screen, cell-based, CHO-XBP1 luciferase reporter, luminescence, uHTS; IRE1-XBP1 UPR activation; percent of tunicamycin response, DMSO as zero; activation, % at 20 µM; 0.33% of 330,000 active;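 active = versus positive control, 20 µM dose yields 30% or more activation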;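 note: 100% = tunicamycin at 10 µg/mL and 0% = DMSO only wells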
#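 assay system = CHO-XBP1 luciferase reporter cells | amount = 1000 cells/well | buffer or medium = F12 plus 10% FBS | compound dosing = single point, 20 µM final compound, 1% DMSO | incubation = 16-18 h cell attachment at 37 °C, then 6 h compound exposure | detection = Steady-Glo luminescence read | controls = tunicamycin 10 µg/mL and vehicle-only wells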
# GRIN3A LBD mod: binders of NR3A ligand-binding domain, primary screen, biophysical, differential scanning fluorimetry, uHTS; 2.5% of 340,000 active; NR3A LBD differential scanning fluorimetry, Tm shift; 0% = protein alone, 100% = glycine-bound protein; Glutamate receptor ionotropic, NMDA 3A (GRIN3A) ligand-binding domain; Tm shift relative to glycine control, % at 25 µM; AID 1259313, 2017;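 active = melting temperature shift of at least 10% of the positive control shift, at one fixed dose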
# tim10-1 inh: growth inhibitors of tim10-1 mutant yeast, primary screen, luminescence, uHTS; S. cerevisiae tim10-1 ts strain growth, BacTiter-Glo, 24 h; AID 463190, 2010; inhibition, % at 20 µM; 2.2% of 330,000 active;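 active = inhibition of at least 40%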;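 note: mutant grown at 25 °C; 0% = DMSO wells with yeast and 100% = wells holding no yeast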
# NLRP3 yeast inh: NALP3 inflammasome inhibitors in reconstituted yeast, primary screen, luminescence, uHTS; inhibition, % at 10 µM; AID 2825, 2010; 0.39% of 330,000 active; Yeast reconstituted NLRP3/ASC/caspase-1, beta-gal luminescence, 24 h;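 active = inhibition of 50% or more; inactive = inhibition below 50%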;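 note: plate controls were induced DMSO wells for no effect and uninduced yeast grown without galactose for full effect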
# Mdm2-MdmX inh: inhibitors of human Mdm2-MdmX association, primary screen, cell-based, luminescence, split luciferase, SaOS-2, uHTS. Protein Mdm4 (Homo sapiens) + E3 ubiquitin-protein ligase Mdm2 (Homo sapiens), …. inhibition, % at 8 µM. SaOS-2 split-luciferase Mdm2/MdmX complementation. 3% of 330,000 active;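 active = inhibition of at least 50% at 8 µM in the primary screen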
# tim23-1 inh: growth inhibitors of tim23-1 mutant yeast, primary screen, luminescence, uHTS; S. cerevisiae tim23-1 growth, BacTiter-Glo luminescence, 24 h; inhibition, % at 20 µM; 1.3% of 330,000 active;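 active = growth inhibition of the mutant yeast at or above 50%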;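 note: temperature-sensitive mutant grown at 25 °C; plate controls were DMSO-treated mutant yeast for no effect and medium wells lacking yeast for full effect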
# Numbers without * were called inactive. Rows are unselected, and some 8.2% of all compounds hit somewhere here.
# Values in the order – APJ ag	CHOP UPR activ	TIM10 inh	XBP1 UPR activ	GRIN3A LBD mod	tim10-1 inh	NLRP3 yeast inh	Mdm2-MdmX inh	tim23-1 inh
CSC(=Nc1ccccc1)C(C#N)c1nc2ccccc2[nH]1 (stereo not drawn)
→ -3	2.8	17	8	-11	10	-3	37	28
COc1ccccc1-c1cc(C(=O)N2CCN(c3ccccc3OC)CC2)no1
→ -1	-1.1	37	-1	4	48*	11	10	40
COc1ccc(-c2cc(C(=O)Nc3c(C)n(C)n(-c4ccccc4)c3=O)no2)cc1OC
→ 0	1.1	6	1	4	15	-9	-18	9
NCCNC(=O)Cc1cccc(NC(=O)Cc2ccc(Nc3ncnc4c3ncn4[C@@H]3O[C@H](CO)[C@@H](O)[C@H]3O)cc2)c1
→ 11	2.2	19	-2	0	-1	13	11	6
CC(OC(=O)CCN=C1NS(=O)(=O)c2ccccc21)C(=O)Nc1ccc(F)cc1Cl (stereo not drawn)
→ 7	0.0	4	-3	-1	-5	9	-3	5
CN(CCN1CCOCC1)Cc1nc(-c2ccc(Cl)cc2)no1
→ -2	3.8	-24	-1	-1	-36	10	16	-12
CCc1cc2c(SCC(=O)Nc3ncc(Cl)c(C)c3Cl)ncnc2s1
→ 0	-2.0	27	-1	-1	33	15	5	25
O=C(CCCOc1ccc(Cl)cc1Cl)NCc1ccncc1
→ -3	0.8	12	2	-3	9	6	-5	1
CC1(C)O[C@@H]2C[C@H]3[C@@H]4C[C@H](F)C5=CC(=O)CC[C@]5(C)[C@H]4[C@@H](O)C[C@]3(C)[C@]2(C(=O)CO)O1
→ 7	-0.9	13	-8	1	-7	10	-34	18
CC(=O)Nc1cc2c(cc1C(=O)c1ccc(C)cc1)OCCO2
→ -1	0.1	14	2	1	31	24	-1	30
Cc1ccc(S(=O)(=O)C(C#N)c2nc3ccccc3nc2N2CCCC2)cc1C (stereo not drawn)
→ 4	-0.5	13	0	-2	10	11	4	30
Cc1ccc(S(=O)(=O)Nc2ccc(NC(=O)Nc3cccc(C(F)(F)F)c3)cc2)cc1
→ 2	4.1	13	-1	37*	6	4	85*	5
Cc1ccc(S(=O)(=O)N(C)C)cc1NC(=O)C(C)OC(=O)c1cc[n+]([O-])cc1 (stereo not drawn)
→ -1	2.4	8	-3	0	6	9	-21	8
COc1cc(NC(=S)N2CCC(C(N)=O)CC2)c(OC)cc1Cl
→ -1	-0.8	12	0	0	7	5	39	1
CS(=O)(=O)N1CCC(C(=O)NCc2ccccc2)CC1
→ 0	0.8	-3	-1	0	10	-1	1	-1

# Structures above marked active in Mdm2-MdmX inh:
compound	APJ ag	XBP1 UPR activ	GRIN3A LBD mod	NLRP3 yeast inh	Mdm2-MdmX inh
Cc1ccc(S(=O)(=O)Nc2ccc(NC(=O)Nc3cccc(C(F)(F)F)c3)cc2)cc1	2	-1	37*	4	85*

# The list goes on:
# Values in the order – APJ ag	CHOP UPR activ	TIM10 inh	XBP1 UPR activ	GRIN3A LBD mod	tim10-1 inh	NLRP3 yeast inh	Mdm2-MdmX inh	tim23-1 inh
CCn1c2ccccc2c2cc(NC(=O)COC(=O)c3ccccc3Br)ccc21
→ 0	2.1	13	-1	7	7	16	32	11
N#Cc1c(N)oc(-c2cccs2)c1-c1cccs1
→ -1	-0.2	6	-2	-3	15	-9	12	17
Cc1cc(C)cc(NC2=NC3(CCCCC3)N=C(N)N2)c1
→ -1	-1.6	-6	1	-1	4	10	59*	15
COc1ccc(S(=O)(=O)N(CCCN2CCOCC2)Cc2cccc(OC)c2OC)cc1
→ 2	-0.6	1	0	2	16	-9	1	9
O=C(CN1C(=O)c2ccccc2S1(=O)=O)NCCC1=CCCCC1
→ -6	-3.6	14	-2	-1	24	1	50	12
CCNc1nc(NCC)n2c(SCC(=O)Nc3ccccc3Cl)nnc2n1
→ 8	3.0	11	-2	-2	1	17	2	-2
Cc1ccc(-c2nc(C3CCCN(S(=O)(=O)c4ccc(C(F)(F)F)cc4)C3)no2)cc1 (stereo not drawn)
→ -1	5.4	-1	9	1	-7	4	3	-9
CN(C)C(=O)CSc1cccc2cccnc12
→ -7	214*	-11	4	-2	35	18	70*	32
O=C(NCCC(=O)N1CCN(S(=O)(=O)c2ccccc2Cl)CC1)Nc1ccccc1
→ -4	-1.1	5	-3	0	-6	17	-16	-6
Cc1cc(=O)[nH]c(SCC(=O)N2C(C)CCCC2C)n1 (stereo not drawn)
→ -2	-1.9	-6	-4	-3	-5	4	7	4
COc1cc(-c2noc(C)c2C(=O)NCCc2ccccc2)cc(OC)c1OC
→ -3	-0.9	15	2	0	14	19	20	26
CC(=O)N[C@@H](Cc1ccc(OC(F)(F)F)cc1)C(=O)O
→ -6	-0.6	13	-3	1	6	8	-9	9
CC(C)c1cccc(C(C)C)c1NC(=O)CCN1C(=O)NC2(CCCC2)C1=O
→ -2	-0.3	2	0	0	10	-14	-17	18
Cc1ccc(C(=O)Nc2cccnc2)cc1S(=O)(=O)N1CCCC1
→ -1	-1.0	9	-4	8	2	8	15	5
O=C(Cn1cnc([N+](=O)[O-])c1)NCCc1ccccc1
→ -2	-2.2	3	1	-2	12	9	4	9
Cc1ccc(C)c(NC(=S)NC(NC(=O)N(C)C)C(Cl)(Cl)Cl)c1 (stereo not drawn)
→ -2	-1.1	9	-3	0	13	7	14	17
Cc1c(Cl)cccc1NC(=S)NN1CCOCC1
→ 1	3.2	-8	1	2	2	13	7	-16
COc1ccc([C@H]2CC(=O)C=C(c3ccccc3)C2)cc1
→ -4	-0.2	4	3	-1	-3	22	5	40
N#C/C(=C/c1ccc(N2CCCCCC2)o1)c1ccc(F)cc1
→ -4	98*	42*	0	-1	62*	32	47	60*
CCN1CCN(S(=O)(=O)c2ccc(Cl)c(C(=O)NCCc3ccccc3)c2)CC1
→ -2	5.3	-28	0	0	-16	4	-29	-37
O=C(N/N=C/c1ccc(N2CCOCC2)c([N+](=O)[O-])c1)c1ccc(F)cc1
→ 6	1.3	18	1	-2	6	13	-12	13
Cc1ccc(NC(=O)C2C3CCCC2C3c2ccccc2)c(C)c1 (stereo not drawn)
→ -2	0.8	11	-3	-5	14	20	-3	13
N#CCSc1nc2[nH]ncc2c(=O)n1-c1ccccc1Br
→ -3	0.7	-3	3	0	14	4	17	8
CCN(C[C@H]1N[C@@](C)(C(=O)OC)[C@H]2C(=O)N(C)C(=O)[C@@H]12)C(=O)c1ccc(F)cc1
→ -4	1.3	6	-1	1	-16	3	0	-3
Cc1nn(CC(=O)NCC(C)c2ccccc2)c(=O)c2cc3occc3n12 (stereo not drawn)
→ 1	1.1	5	-3	0	22	4	-6	21
CC1CCN(C(NC(=O)c2ccco2)C(=O)c2ccccc2)CC1 (stereo not drawn)
→ -2	2.9	11	2	-1	29	19	-4	20
O=C(c1ccc2c(c1)OCO2)N(CC1CCCO1)C1(C(=O)NC2CCCC2)CCCCC1 (stereo not drawn)
→ 1	0.5	5	0	2	18	20	30	16
COc1ccc(NC(=O)C(C)N2c3cccc4cccc(c34)S2(=O)=O)cc1OC (stereo not drawn)
→ 1	-1.7	-2	-4	-37	18	10	23	19
CC(C)(C)NC(=O)NC(=O)COC(=O)C1c2ccccc2Oc2ccccc21
→ 2	0.4	22	0	-5	23	-12	-4	21
O=C(COC(=O)c1ccc(Br)o1)c1ccc(S(=O)(=O)N2CCCCC2)cc1
→ -12	0.2	8	-1	0	6	10	-20	12

# The closing 2 compounds of the part before lead into the next.
# Values in the order – APJ ag	CHOP UPR activ	TIM10 inh	XBP1 UPR activ	GRIN3A LBD mod	tim10-1 inh	NLRP3 yeast inh	Mdm2-MdmX inh	tim23-1 inh
CC(C)(C)NC(=O)NC(=O)COC(=O)C1c2ccccc2Oc2ccccc21
→ 2	0.4	22	0	-5	23	-12	-4	21
O=C(COC(=O)c1ccc(Br)o1)c1ccc(S(=O)(=O)N2CCCCC2)cc1
→ -12	0.2	8	-1	0	6	10	-20	12
O=C(Nc1cccnc1N1CCOCC1)c1cc2ccccc2oc1=O
→ -2	9.7	23	0	3	14	-15	-6	31
Cc1cc(CNC(=O)C(C)Cc2ccccc2)nn1C (stereo not drawn)
→ 1	0.1	3	-2	1	2	5	3	6
CC1=C(C#N)c2nc(N)c(C#N)c(C)c2/C1=C\c1ccc(OCC(=O)O)c(Cl)c1
→ 1	1.3	18	-2	-1	37	10	-13	54*
OCC1(CCOc2ccccc2)CCN(Cc2ccncc2)CC1
→ -1	-0.2	-12	-4	0	3	10	21	7
O=S(=O)(Cc1ccc(Cl)cc1)Nc1ccc(Cl)cn1
→ -1	0.4	3	0	-3	1	25	8	11
CCc1nc(N2CCN(C(=O)c3ccccc3)CC2)c(C#N)c2c1COC(C)(C)C2
→ 1	-1.2	5	-1	-2	22	8	27	27
Cc1cc(C)nc(NC(=O)CSc2ccccn2)n1
→ -3	1.6	-2	2	3	6	5	-14	12
CCc1ccc(OCCCC(=O)Nc2ccc(S(N)(=O)=O)cc2)cc1
→ -2	-0.5	5	-1	-3	-2	-1	-5	5
CCOC(=O)C1CCN(c2cc3c(cc2NC(=O)c2cc(OC)ccc2Br)n(C)c(=O)n3C)CC1
→ 7	4.0	15	-5	2	18	9	4	21
C/C(=N\NC(=O)c1cccnc1)c1cc(C)oc1C
→ 0	1.8	16	1	-5	14	3	13	-1
CC(C)CCNC(=O)c1ccc2c(c1)N(Cc1ccccc1)C(=O)CS2=O (stereo not drawn)
→ 0	1.4	5	-2	-2	10	2	-6	13
CC(C)COP(=O)(OCC(C)C)C(O)c1ccc2c(c1)OCO2 (stereo not drawn)
→ -5	0.6	18	-5	1	11	9	17	15
N#Cc1cnn(-c2ccccc2)c1NC(=O)c1ccccc1F
→ -3	-0.3	10	-1	0	16	6	7	22
O=C(CSc1nnc(-c2ccccc2)c(-c2ccccc2)n1)NCC1CCCO1 (stereo not drawn)
→ -1	-0.9	1	-1	1	6	9	16	6
O=C(Oc1ccc2ccc(O)cc2c1)c1ccccc1Cl
→ -3	9.1	37	-1	0	19	36	-101	63*
CC[C@@H](C)[C@@H]1CN([C@@H](C)CN2CCC[C@H]2CN2C(N)=NC[C@@H]2Cc2ccccc2)C(=N)N1CCc1ccc(Cl)c(Cl)c1
→ -3	2.7	-14	-1	-2	-39	18	4	-59
O=C(N/C(=C\c1cccnc1)C(=O)N1CCOCC1)c1ccco1
→ 0	-1.4	-8	-1	0	11	14	-1	4
O=C(O)/C(=C\c1cccc(F)c1)c1ccc(S(=O)(=O)N2CCCC2)s1
→ -5	1.5	8	0	0	-5	5	-16	8
COc1ccc(N(C(=O)c2ccc(Br)o2)C2C=CS(=O)(=O)C2)c(OC)c1 (stereo not drawn)
→ 0	-1.9	-3	2	0	16	-2	-4	12
